Nrf2 inh: Nrf2 qHTS screen for inhibitors; Potency, µM (titrated, usually from 46 µM), without a hit: at the top dose activity change, negative = inhibition, actives largely listed as inhibitors; AID 504444, 2011; A549 ARE-Fluc reporter, luciferase luminescence, 18-24 h; 360,000 tested, 2.1% active; further: potency means the concentration at half of the fitted maximal effect; on the % scale 0 is the no-effect control and ±100 the full control effect; nearly all actives have a fitted effect of over 60% in size
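A549 ARE_Fluc cells (5000/well, 5% FBS OPTI-MEM) pre-incubated 2 h, then treated with compounds 18-24 h at 37C/5% CO2 in concentration-response. CellTiter-Fluor viability read first; BugLite luciferase luminescence after 15 min at room temperature gives Nrf2 activity.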
Mm-Cpn inhibitor: Inhibitors of TCP-1 ring complex (TRiC) of Methanococcus maripaludis (MmCpn): qHTS; Chaperonin Mm-Cpn (Methanococcus maripaludis); purified Mm-Cpn ATPase, ADP Transcreener TR-FRET; Potency, µM (doses to about 76.9 µM), without a hit: at the highest dose activity, negative = inhibition, actives largely listed as inhibitors; 330,000 tested, 0.031% active; further: potency means the concentration at half of the fitted maximal effect; on the % scale 0 is the no-effect control and ±100 the full control effect; nearly all actives have a fitted effect of over 80% in size
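ATPase turnover read by TR-FRET ADP competition (Eu cryptate antibody/ADP-d2, 665/590 nm): 10uM ATP final, 25nM Mm-CPN final, 30 min 37degC after 10-min compound preincubation, pH 7.4 Tris/KCl/MgCl2/DTT buffer.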
A549 viability: Nrf2 qHTS screen for inhibitors: counterscreen for cytotoxicity; A549 ARE-Fluc cells, CellTiter-Fluor viability, 18-24 h; Potency, µM (doses to about 46 µM), inactives show at the highest dose activity change, negative = cytotoxicity, most hits filed as inhibitors; 390,000 tested, 0.16% active; further: potency means the concentration at half of the fitted maximal effect; on the % scale 0 is the no-effect control and ±100 the full control effect
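A549 ARE_Fluc cells in 5% FBS OPTI-MEM were exposed to compounds in concentration-response for 18-24 h at 37 deg C. Viability was read by CellTiter-Fluor fluorescence (Ex 405/Em 525) after 30 min, before the luciferase read.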
Nrf2 activator: qHTS of Nrf2 Activators. AREc32 ARE-luciferase reporter (MCF7-derived line), luminescence, 24 h. Potency, µM (highest dose often 46.1 µM), for inactives: at the highest dose activation, hits mostly activators. 410,000 tested, 0.31% active. AID 624171, 2012; further: potency means the concentration at half of the fitted maximal effect; % of control where 0% means no effect; nearly all actives have a fitted effect of over 65% in size
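Reporter line AREc32 (ARE-Fluc), seeded overnight in OPTI-MEM with 5% FBS; compound pin-transferred, 24 hr at 37 deg C, 5% CO2; luminescent read-out.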
Akt phos inh: HTS Assay for Inhibitors of Akt Phophorylation: Primary Screen. 360,000 tested, 0.32% active. activity change, % for hits at 50 µM. Neuro2A IGF-stimulated pAkt S473 HTRF, 20 min; stronger effect = lower value; in the data active means activity change below about -80%; inconclusive means mostly about -51% to -80%; further: on the % scale 0 is the no-effect control and ±100 the full control effect
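Neuro2A cells (4,500/well, DMEM with 0.5% FBS) were treated with compound at a single 50 µM final concentration, stimulated with 6 nM IGF for 20 min at 37 °C, and lysed. Phospho-Akt Ser473 was read by HTRF as 665/615 ratio ×10^4.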
EPAC2 antag: qHTS for Antagonist of cAMP-regulated guanine nucleotide exchange factor 2 (EPAC2): primary screen. Rap guanine nucleotide exchange factor 4 (Homo sapiens), Q8WZA2. EPAC2 GEF exchange of Rap1B-BODIPY-GDP, fluorescence. Potency, µM (doses to about 114 µM), without a hit: top-dose activity, negative = inhibition, usual class: inhibitors. 360,000 tested, 0.18% active; further: potency means the concentration at half of the fitted maximal effect; on the % scale 0 is the no-effect control and ±100 the full control effect; nearly all actives have a fitted effect of over 45% in size; many of its hits are not listed in these tables
Target sequence (Q8WZA2 whole entry, looked up): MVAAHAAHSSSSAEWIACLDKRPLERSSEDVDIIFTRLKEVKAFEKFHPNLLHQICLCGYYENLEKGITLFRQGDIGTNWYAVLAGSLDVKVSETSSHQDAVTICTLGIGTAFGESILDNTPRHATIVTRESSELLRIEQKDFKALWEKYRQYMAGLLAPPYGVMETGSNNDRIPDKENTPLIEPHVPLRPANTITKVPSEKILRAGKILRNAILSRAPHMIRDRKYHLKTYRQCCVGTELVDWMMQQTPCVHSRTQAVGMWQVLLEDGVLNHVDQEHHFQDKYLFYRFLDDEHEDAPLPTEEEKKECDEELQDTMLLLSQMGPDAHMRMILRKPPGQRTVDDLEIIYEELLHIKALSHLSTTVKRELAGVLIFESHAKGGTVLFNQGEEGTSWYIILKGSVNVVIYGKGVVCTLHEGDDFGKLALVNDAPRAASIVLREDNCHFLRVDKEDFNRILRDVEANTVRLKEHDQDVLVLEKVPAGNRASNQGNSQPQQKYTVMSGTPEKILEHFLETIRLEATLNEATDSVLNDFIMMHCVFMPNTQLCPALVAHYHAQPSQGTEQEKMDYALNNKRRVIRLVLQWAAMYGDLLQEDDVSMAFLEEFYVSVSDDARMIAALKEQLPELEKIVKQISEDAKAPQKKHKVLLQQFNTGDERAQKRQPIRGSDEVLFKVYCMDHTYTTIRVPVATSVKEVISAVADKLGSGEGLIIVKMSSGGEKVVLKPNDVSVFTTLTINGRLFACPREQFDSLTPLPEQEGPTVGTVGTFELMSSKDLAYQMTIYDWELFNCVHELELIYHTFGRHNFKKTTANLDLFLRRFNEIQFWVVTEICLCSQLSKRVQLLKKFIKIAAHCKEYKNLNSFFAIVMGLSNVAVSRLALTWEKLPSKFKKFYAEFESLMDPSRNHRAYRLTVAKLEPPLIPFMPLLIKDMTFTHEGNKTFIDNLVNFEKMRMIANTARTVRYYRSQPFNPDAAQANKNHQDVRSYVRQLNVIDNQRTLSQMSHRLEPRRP
CCT chaperon mod: High-Throughput Screening for Modulators of Cytosolic Chaperonin Activity | activity change, % (no concentration beside the values), hits read low | purified chaperonin ATPase assay, HTRF ADP detection, 30 min | 360,000 tested, 0.3% active; in the data active means activity change below about -30%; further: on the % scale 0 is the no-effect control and ±100 the full control effect
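TRiC at 40 or 20 nM final (batch-dependent) in 30 mM Tris pH 7.4, 100 mM KCl, 5 mM MgCl2, 1 mM DTT, with compound at single 76 uM and 10 uM ATP, 30 min at 37 deg C. ADP detected by HTRF Transcreener, 665/615 ratio.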
EPAC2 agonist: qHTS for Agonist of cAMP-regulated guanine nucleotide exchange factor 4 (EPAC2): primary screen; Rap guanine nucleotide exchange factor 4 (Homo sapiens), Q8WZA2; EPAC2 activation, biochemical qHTS; response scale: 100% = 6.5 mM cAMP response; Potency, µM (series often up to 154 µM), without a hit: top-dose activation, actives largely listed as activators; 360,000 tested, 0.079% active; AID 720711, 2013; further: potency means the concentration at half of the fitted maximal effect; nearly all actives have a fitted effect of over 50% in size
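Guanine nucleotide exchange by EPAC2 is measured as reduced fluorescence of BODIPY-GDP once it is released from 250 nM Rap1B. Plates are read kinetically for 30 min at room temperature; results are scaled to 6.5 mM cAMP.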
TGFb SMAD3 inh: qHTS for Inhibitors of TGF-b. Potency, µM (top dose mostly 46.1 µM), for inactives: at the highest dose activity, negative = inhibition, usual class: inhibitors. 410,000 tested, 1.2% active. HepG2 CAGA-GFP TGF-b/SMAD3 reporter, GFP fluorescence, 18 h; TGF-beta stimulated, 500 pg/mL final; further: potency means the concentration at half of the fitted maximal effect; on the % scale 0 is the no-effect control and ±100 the full control effect; nearly all actives have a fitted effect of over 65% in size
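Per well, imaged GFP fluorescence of HEPG2 CAGA-GFP cells gives the signal; cells get compound, then TGF-beta (500 pg/mL final), 18 h at 37 degrees C; %Activity versus -TGF-beta and +DMSO controls.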
An asterisk follows results filed as active; [ ] = another dose, or the depositor's remark. Unless noted, the call rests on the fitted dose curve; in most records, active means well fitted curve in the direction sought with a large enough effect; inconclusive means small, poorly fitted or top-dose-only effect, or another doubt; inactive means no such curve, though single readings can be large; an effect the other way counts as inactive or inconclusive.

Results for Cc1ccc(OCCSc2ncccn2)c(C)c1 ?
Nrf2 inh: 24.3%; Mm-Cpn inhibitor: -1.0%; A549 viability: 2.3%; Nrf2 activator: 0.0%; Akt phos inh: inactive; EPAC2 antag: inconclusive; CCT chaperon mod: 0.8; EPAC2 agonist: 7.8%; TGFb SMAD3 inh: 2.8%

How did CCCc1nnc(SCC(=O)Nc2ccc(Cl)cc2Cl)o1 do in these assays?
Nrf2 inh: 3.4%; Mm-Cpn inhibitor: 1.2%; A549 viability: -1.2%; Nrf2 activator: 0.3%; Akt phos inh: inactive; EPAC2 antag: -5.2%; CCT chaperon mod: 0.2; EPAC2 agonist: 7.1%; TGFb SMAD3 inh: -1.0%

What do the screens show for `CCN(CC)CCNC(=O)c1ccc(NC(=O)c2cccc(S(=O)(=O)Nc3ccc(C)cc3)c2)cc1`?
Nrf2 inh: inconclusive; Mm-Cpn inhibitor: -5.5%; A549 viability: 23.8%; Nrf2 activator: 3.9%; Akt phos inh: inactive; EPAC2 antag: -19.4%[57.1 µM]; CCT chaperon mod: -0.4; EPAC2 agonist: 10.7%; TGFb SMAD3 inh: -19.0%

What do the screens show for `Cc1nc(Nc2c(Cl)cccc2Cl)sc1C(=O)Nc1ccccc1`?
Nrf2 inh: -28.9%; Mm-Cpn inhibitor: 0.4%; A549 viability: -0.8%; Nrf2 activator: -0.7%; Akt phos inh: inactive; EPAC2 antag: 7.8%; CCT chaperon mod: -1.2; EPAC2 agonist: 24.8%; TGFb SMAD3 inh: -6.5%

Results for CC(NC(=O)Cn1nc(C(=O)O)c2ccccc2c1=O)C12CC3CC(CC(C3)C1)C2 (stereo not drawn) ?
Nrf2 inh: -3.1%; Mm-Cpn inhibitor: -2.1%; A549 viability: 1.4%; Nrf2 activator: -0.1%; Akt phos inh: inactive; EPAC2 antag: -1.2%; CCT chaperon mod: -1.1; EPAC2 agonist: -0.5%; TGFb SMAD3 inh: 0.6%

What do the screens show for `CC(Cc1ccccc1)N1C(=O)c2cccc([N+](=O)[O-])c2C1=O` (stereo not drawn)?
Nrf2 inh: 7.8%; Mm-Cpn inhibitor: 1.0%; A549 viability: 2.4%; Nrf2 activator: 0.6%; Akt phos inh: inactive; EPAC2 antag: -21.8%; CCT chaperon mod: 0.0; EPAC2 agonist: 13.9%; TGFb SMAD3 inh: 29.3%

What do the screens show for `COc1cc(-n2nnnc2SC)c(OC)cc1Cl`?
Nrf2 inh: -4.0%; Mm-Cpn inhibitor: 2.3%; A549 viability: 4.2%; Nrf2 activator: 0.5%; Akt phos inh: inactive; EPAC2 antag: -2.3%; CCT chaperon mod: 2.1; EPAC2 agonist: 3.4%; TGFb SMAD3 inh: 3.2%

How did COc1ccc(Cn2c(SCc3ccc(C(=O)NCc4ccccc4F)cc3)nc3cccnc32)cc1 do in these assays?
Nrf2 inh: -12.3%; A549 viability: -3.5%; Nrf2 activator: -1.3%; TGFb SMAD3 inh: -12.4%

What do the screens show for `O=C(CNC(=O)c1ccc(-c2ccccc2)cc1)OCc1ccc(Br)cc1`?
Nrf2 inh: 17.1%; Mm-Cpn inhibitor: -3.1%; A549 viability: 0.7%; Nrf2 activator: 2.9%; Akt phos inh: inactive; EPAC2 antag: 8.6%; CCT chaperon mod: -0.2; EPAC2 agonist: 2.4%; TGFb SMAD3 inh: 0.0%

How did CCOC(=O)CSc1nc2cc(OCC)ccc2cc1C#N do in these assays?
Nrf2 inh: 21.2%; Mm-Cpn inhibitor: -3.6%; A549 viability: -20.0%; Nrf2 activator: 3.8%; EPAC2 antag: -4.7%; CCT chaperon mod: 1.4; EPAC2 agonist: 5.0%; TGFb SMAD3 inh: inconclusive

What do the screens show for `CN1CCN(C(=O)Nc2cccc(-c3ccccc3)c2)CC1`?
Nrf2 inh: 1.2%; Mm-Cpn inhibitor: 4.9%; A549 viability: 3.9%; Nrf2 activator: -0.8%; Akt phos inh: inactive; EPAC2 antag: 0.3%; CCT chaperon mod: -2.9; EPAC2 agonist: 19.4%; TGFb SMAD3 inh: -2.6%

How did O=C(C1=C(O)C(=O)N(c2ccccc2)C1c1ccc([N+](=O)[O-])cc1)c1cccs1 (stereo not drawn) do in these assays?
Nrf2 inh: -15.1%; Mm-Cpn inhibitor: 0.3%; A549 viability: -20.8%; Nrf2 activator: 0.2%; Akt phos inh: inactive; EPAC2 antag: -8.9%; CCT chaperon mod: -14.9; EPAC2 agonist: 2.6%; TGFb SMAD3 inh: 5.3%

Results for COc1cccc(OCC(=O)N(C)Cc2nc(-c3ccccc3)no2)c1 ?
Nrf2 inh: inconclusive; Mm-Cpn inhibitor: -6.1%; A549 viability: 3.3%; Nrf2 activator: 7.8%; Akt phos inh: inactive; EPAC2 antag: -29.4%; CCT chaperon mod: -0.2; EPAC2 agonist: 7.0%; TGFb SMAD3 inh: -0.2%

What do the screens show for `CCOc1ccc(CCNC(=O)COC(=O)/C=C/c2ccc(OC(F)F)c(OC)c2)cc1OCC`?
Nrf2 inh: 2.2%; Mm-Cpn inhibitor: -2.1%; A549 viability: 0.3%; Nrf2 activator: 0.3%; Akt phos inh: inactive; EPAC2 antag: 10.6%; CCT chaperon mod: 0.0; EPAC2 agonist: -15.5%; TGFb SMAD3 inh: 1.2%

Results for COCCn1c(SCC(=O)NCc2ccccc2)nc2ccccc21 ?
Nrf2 inh: -7.9%; Mm-Cpn inhibitor: 0.9%; A549 viability: 11.2%; Nrf2 activator: 0.1%; Akt phos inh: inactive; EPAC2 antag: 6.0%; CCT chaperon mod: 0.0; EPAC2 agonist: 8.0%; TGFb SMAD3 inh: 0.4%

Results for COn1c(SC2CCCCC2)nc2ccccc2c1=O ?
Nrf2 inh: -17.6%; Mm-Cpn inhibitor: 0.3%; A549 viability: 3.9%; Nrf2 activator: 0.0%; Akt phos inh: inactive; EPAC2 antag: -2.9%; CCT chaperon mod: 0.1; EPAC2 agonist: 20.0%; TGFb SMAD3 inh: -24.0%

What do the screens show for `CC1=NOC(=O)/C1=C\c1ccc(-c2ccc(Cl)c(C(=O)O)c2)o1`?
Nrf2 inh: 2.7%; Mm-Cpn inhibitor: 0.6%; A549 viability: -3.0%; Nrf2 activator: -0.2%; Akt phos inh: inactive; EPAC2 antag: -11.1%; CCT chaperon mod: 0.8; EPAC2 agonist: 17.5%; TGFb SMAD3 inh: -0.1%

Results for COc1ccc2nc3cc(Cl)ccc3c(Nc3ccc(O)c(CN4CCN(C)CC4)c3)c2c1 ?
Nrf2 inh: -6.7%; A549 viability: inconclusive; Nrf2 activator: inconclusive; Akt phos inh: inactive; EPAC2 antag: -2.5%; CCT chaperon mod: -0.2; EPAC2 agonist: -5.9%; TGFb SMAD3 inh: 11.2µM*

What do the screens show for `CCOC(=O)C1CCCN(C(=O)c2cc(S(=O)(=O)N3CCCCCC3)ccc2OC)C1` (stereo not drawn)?
Nrf2 inh: -13.2%; Mm-Cpn inhibitor: 1.4%; A549 viability: -0.8%; Nrf2 activator: -0.4%; Akt phos inh: inactive; EPAC2 antag: -3.0%; CCT chaperon mod: -0.9; EPAC2 agonist: -0.1%; TGFb SMAD3 inh: -6.8%

How did COc1cccc(NC(=O)COC(=O)c2cccnc2)c1 do in these assays?
Nrf2 inh: 21.1%; Mm-Cpn inhibitor: 0.5%; A549 viability: -2.6%; Nrf2 activator: 0.3%; Akt phos inh: inactive; EPAC2 antag: 3.1%; CCT chaperon mod: -2.3; EPAC2 agonist: 1.2%; TGFb SMAD3 inh: -19.3%

Results for Cc1ccc(OCc2cc(C(=O)NCC3COCCO3)no2)cc1C (stereo not drawn) ?
Nrf2 inh: 5.4%; Mm-Cpn inhibitor: 0.6%; A549 viability: -6.1%; Nrf2 activator: 0.2%; Akt phos inh: inactive; EPAC2 antag: 7.5%; CCT chaperon mod: 1.3; EPAC2 agonist: 2.2%; TGFb SMAD3 inh: -27.1%

How did Cc1nc2cc(NC(=O)N3c4ccccc4CC3C)ccc2o1 (stereo not drawn) do in these assays?
Nrf2 inh: 13.8%; Mm-Cpn inhibitor: 0.0%; A549 viability: 1.3%; Nrf2 activator: 4.1%; Akt phos inh: inactive; EPAC2 antag: -2.1%; CCT chaperon mod: -1.0; EPAC2 agonist: 5.3%; TGFb SMAD3 inh: 0.8%

Results for Cc1cc(=O)[nH]c(SCC(=O)NCC2CCCCC2)c1C#N ?
Nrf2 inh: 5.7%; Mm-Cpn inhibitor: -1.3%; A549 viability: -2.1%; Nrf2 activator: 0.3%; Akt phos inh: inactive; EPAC2 antag: -28.9%; CCT chaperon mod: -1.8; EPAC2 agonist: 3.3%; TGFb SMAD3 inh: -8.2%

What do the screens show for `CCn1cc(S(=O)(=O)N2CCN(c3ccc(Cl)cc3)CC2)cn1`?
Nrf2 inh: 11.6µM*; Mm-Cpn inhibitor: -0.7%; A549 viability: -13.5%; Nrf2 activator: -0.1%; Akt phos inh: inactive; EPAC2 antag: -4.5%; CCT chaperon mod: 1.5; EPAC2 agonist: -10.9%; TGFb SMAD3 inh: -5.0%

Source: PubChem

This is a subset. The share of hits here may be higher or lower than overall.
